High-throughput results (PubChem)
H37Rv inhibition = M. tuberculosis growth inhibition, HTS (AID 449762). M. tuberculosis H37Rv growth inhibition, 7H9 media; higher % means a stronger effect. one-dose inhibition, % at 25 µM; IC50 in µM for titrated hits. 330,000 compounds, 0.59% hits; in the data active = a potency from the dose series; inconclusive = inhibition above about 70% without an active follow-up result;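 note: bacterial growth assessed after seven days of incubation; strong numbers were not always called active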
Salmonella PhoP GFP = PhoP regulon inhibitors, Salmonella typhi PhoP promoter GFP reporter, confirmatory (AID 1850) | Salmonella Typhi PhoP-promoter GFP reporter, fluorescence, 4 h; higher % means a stronger effect | inhibition, % at 50 µM, or IC50 in µM where a hit was titrated | 310,000 compounds, 0.33% hits; in the data active = a potency from the dose series; inconclusive = inhibition mostly from about 25% at the one dose, without a potency; inactive = the rest, 99 in 100 with inhibition below about 19%;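 note: 0% = induced wells with vehicle and 100% = uninduced wells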
M. tuberculosis = growth inhibition of non-replicating M. tuberculosis (AID 488890). Mycobacterium tuberculosis non-replicating, growth inhibition; higher % means a stronger effect. inhibition, % at 25 µM, or IC50 in µM where a hit was titrated. 320,000 compounds, 0.39% hits; in the data active = a potency from the dose series; inconclusive = inhibition mostly from about 82% at the one dose, without a potency; inactive = the rest, 99 in 100 with inhibition below about 76%;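 note: plate controls were DMSO cells for no effect and high antibiotic wells for full effect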
H1N1 NS1A inhibition = NS1A inhibition, H1N1 influenza, cell based functional assay (AID 504329); NS1A functional cell-based assay, percent inhibition; higher % means a stronger effect; inhibition, % at 12.5 µM, or IC50 in µM where a hit was titrated; 340,000 compounds, 0.3% hits; in the data active = a potency from the dose series; inconclusive = inhibition above about 27% without an active follow-up result; note: strong numbers were not always called active
VEEV TC-83 Vero = inhibitors of VEEV TC-83 cytopathic effect, confirmation, Vero cells (AID 588727); Vero cells, VEEV TC-83 cytopathic effect inhibition; higher % means a stronger effect; inhibition, % at 20 µM, or IC50 in µM where a hit was titrated; 350,000 compounds, 0.13% hits; in the data active = a potency from the dose series; inconclusive = inhibition mostly from about 14% at the one dose, without a potency; inactive = the rest, 99 in 100 with inhibition below about 12%; note: strong numbers were not always called active
VEEV TC-83 Vero 10K pilot screen = second read-out of VEEV TC-83 Vero, no call of its own (marks repeat the call); inhibition, %; measured here: 10K pilot screen inhibition
Starred values were filed as active, the others as inactive; i = inactive; ? = inconclusive; nt = not tested or not shown; & = joins results of further samples. Compounds were not picked by outcome; overall some 1.5% were active at least once.

SMILES	H37Rv inhibition	Salmonella PhoP GFP	M. tuberculosis	H1N1 NS1A inhibition	VEEV TC-83 Vero	others
CCN(CC)CCN(C(=O)c1ccc(C(=O)c2ccccc2)cc1)c1nc2ccc(OC)cc2s1	-1%	-18%	-5%	-4%	2.3%
Cc1noc(C)c1S(=O)(=O)N(CC(=O)O)c1ccc2c(c1)OCO2	-13%	0%	-26%	5%	2.5%
O=C1CN(S(=O)(=O)c2ccc(Cl)cc2C(F)(F)F)CCN1	-7%	-1%	0%	-15%	0.2%
Cc1ccc(CN2Cc3cccc4c3[C@@H](CC2=O)[C@H](O)[C@H](O)C4)cc1	-5%	nt	-5%	0%	0.3%
COC(=O)[C@@H]1CC[C@H](C)[C@@H](c2ccc(C)cc2)N1C(=O)c1ccc(/C=N/O[C@@H](C)CN2CCCCc3nc(C)c(C)cc32)cc1	?	-7%	60%	nt	nt
COc1ccc(CCNC(=O)c2ccc(COc3ccccc3OC)o2)cc1	-7%	2%	41%	-9%	i
O=C(c1ccc(-c2ccccc2)cc1)N1CCN(c2ccccc2)CC1	-2%	-8%	7%	0%	i
COc1ccc2nc(N/C(N)=N/C(=S)Nc3ccc(C)c(C)c3)nc(C)c2c1	47%	-4%	3%	nt	nt
CC(c1ccccc1)n1c(-c2ccc(Cl)cc2)n[nH]c1=S (stereo not drawn)	7%	-7%	-12%	-10%	2.3%
CN(C)S(=O)(=O)N1CCc2ccccc2C1	1%	11%	9%	-3%	1.0%
O=C(CCSCCC(=O)NCCN1CCOCC1)NCCN1CCOCC1	-3%	0%	-4%	8%	4.1%
CC(=O)C1=NN(c2ccccc2)C(c2ccc3c(c2)OCO3)N1c1ccccc1 (stereo not drawn)	1%	-8%	42%	-27%	0.9%
CCOC(=O)CNC(=O)CSc1ncnc2c1nnn2-c1ccc(F)cc1	?	1%	nt	6%	0.5%
COc1ccc(NCc2nnc(SCC(=O)N3CCCc4ccccc43)n2C)cc1	-4%	-6%	2%	-2%	1.1%
COc1ccccc1NC(=O)CCSc1ccc(C)cc1	13%	-2%	?	-4%	1.7%
CCOC(=O)c1c(NC(=S)N2CCCCC2)sc2c1CCN(C(=O)OCC)C2	69%	-4%	72%	nt	11%
NC(=O)COC(=O)c1c2c(nc3ccccc13)CCCC2	2%	-6%	3%	0%	0.3%
CCN(CC)CCNC(=O)CN1C(=O)COc2ccc(S(=O)(=O)N3CCOCC3)cc21	-6%	-5%	-4%	-2%	i
Cc1ccc(N2C(=O)C3CCCN3C2=S)cc1Cl (stereo not drawn)	5%	2%	5%	-18%	1.9%
CCOC(=O)c1[nH]c2ccc(Cl)cc2c1NC(=O)c1nonc1C	-7%	29%	-3%	1%	3.2%
Cc1ccc2[nH]c3c(c2c1)CN(C(=O)CN1CCCCC1)CC3	1%	2%	16%	nt	nt
Nc1c(C(=O)NCc2ccccc2)c2nc3ccccc3nc2n1-c1ccc2c(c1)OCO2	2%	-8%	-1%	1%	0.1%
O=C1NC(=S)N/C1=C\c1ccc(Oc2ccc(C(F)(F)F)cc2[N+](=O)[O-])c(Cl)c1	-2%	-1%	9%	-3%	0.1%
COc1ccc(C2C(C#N)=C(N)Oc3n[nH]c(C)c32)cc1CN1CCN(c2ccc(F)cc2)CC1 (stereo not drawn)	4%	-7%	9%	-8%	i
S=c1[nH]nc(-c2ccc3ccccc3n2)n1-c1ccccc1	-6%	-1%	-1%	4%	0.6%
Cc1ccccc1NC(=O)c1ccc([N+](=O)[O-])o1	?	12%	7.1µM*	-4%	>25µM*
Cc1ccc(C(=O)NNC(=O)Cc2csc(-c3csc(C)n3)n2)cc1	-9%	-14%	1%	-2%	3.7%
CCOC(=O)c1c(NC(=O)C(=O)N/N=C/c2ccc(OCC)cc2)sc2c1CCCCC2	-8%	-9%	14%	-6%	0.8%
Cc1ccc(-c2nnn(CC(=O)Nc3ccc(S(=O)(=O)N4CCC(C)CC4)cc3)n2)cc1	-12%	-6%	6%	-14%	i
COc1ccc(COCC(O)CN2CCOCC2)cc1OC (stereo not drawn)	-6%	-5%	1%	-6%	0.2%
O=C(CSCCO)Nc1cccc(C(F)(F)F)c1	4%	-7%	-5%	-11%	i
CCOc1ccccc1NC(=O)CN1CCC(C(=O)c2ccc(F)cc2)CC1	59%	-2%	28%	-1%	8.2%
Cc1cccc(C)c1OCc1cc(C(=O)NCC2CC2)no1	4%	-11%	1%	-1%	0.6%
Cc1cccc(NC(=O)N2C3CCCC2CC(NC(=O)C2CC2)C3)c1 (stereo not drawn)	2%	1%	-7%	-6%	0.6%
CCn1nc(C)c(NC(=O)c2cnn3c(C(F)F)cc(-c4ccccc4)nc23)c1C	21%	-3%	3%	-2%	8.2%
CC(=O)N1CCc2cc(S(=O)(=O)Nc3cccc(C(F)(F)F)c3)ccc21	-1%	2%	5%	0%	2.8%
O=C(CN1c2cccc3cccc(c23)S1(=O)=O)NCc1ccc(F)cc1	-7%	nt	10%	-3%	7.7%
O=C(Cn1ncc2c(=O)oc3ccccc3c21)N1CCC(N2CCCCC2)CC1	-7%	9%	-11%	5%	i	VEEV TC-83 Vero 10K pilot screen=0.2
CCOc1ccc(Cl)cc1C1=CC(=O)C[C@H](c2ccc(OC)cc2)C1	?	nt	52%	-3%	4.5%
O=C(Nc1nc2ccccc2n1CCN1CCCCC1)C1CCCCC1	58%	1%	?	-13%	0.4%
COc1ccc(-c2cc(C)no2)cc1S(=O)(=O)N1CC(=O)Nc2ccccc21	-7%	2%	-13%	3%	4.8%
CCOC(=O)c1ccc(NC(=O)Cn2nnc3ccccc32)cc1	1%	21%	-7%	-1%	1.2%
O=S(=O)(Nc1ccccc1)c1cccc2nonc12	-2%	-1%	15%	-11%	3.5%
CC(C)(C(=O)O)c1ccc(C(O)CCCN2CCC(C(O)(c3ccccc3)c3ccccc3)CC2)cc1 (stereo not drawn)	6%	9%	6%	0%	i
O=C1C[C@@H]2c3c(cccc3CN1Cc1ccc(F)cc1)C[C@@H](O)[C@H]2O	-3%	nt	11%	9%	0.4%
CN(C(=O)COC(=O)CCC(=O)c1ccccc1)c1c(N)n(Cc2ccccc2)c(=O)[nH]c1=O	-9%	5%	-14%	3%	2.9%
Cc1ccc(C(=O)COC(=O)c2cccc([N+](=O)[O-])c2)s1	50%	nt	?	-3%	0.9%
COc1ccc(-c2[nH]ncc2Oc2ccccc2OC)c(O)c1	-4%	0%	9%	-3%	3.8%
COc1ccc(-n2cnc3cc(NCc4ccco4)ccc32)cc1	?	6%	68%	3%	3.7%
O=C(Cc1ccc(Br)cc1)Nc1ccc(S(=O)(=O)N2CCCC2)cc1	13%	1%	53%	-8%	0.3%
CCOc1cc(N2CCOCC2)c(OCC)cc1NC(=O)c1nn(CC)c(=O)c2ccccc12	8%	nt	71%	-3%	8.8%
O=C(O)Cc1csc(-c2cccc(Oc3ccccc3)c2)n1	-4%&6%	9%&-29%	23%&25%	7%&-17%	0.8%&1.7%
O=C(CSc1nc2ccc(NC(=O)c3ccccc3C(=O)O)cc2s1)Nc1c(Cl)cccc1Cl	6%	-2%	5%	0%	0.1%
COc1ccccc1C(=O)NC(CCSC)C(=O)NNC(=O)c1ccccc1O (stereo not drawn)	-7%	nt	-13%	-5%	1.0%
Cc1cc(C)c(C#N)c(SCC(=O)c2ccccc2)n1	8%	-6%	42%	4%	1.0%
COc1ccc(CN=Nc2cc(C)nc(NS(=O)(=O)c3ccccc3Cl)n2)cc1	-3%	7%	-5%	nt	nt
CN1C(=O)/C(=C/c2ccc(OCc3ccccc3F)cc2)N(C)C1=S	10%	1%	44%	3%	0.3%
O=C(O)C1CC(O)CN1C(=S)Nc1ccccc1 (stereo not drawn)	4%	4%	2%	2%	0.5%
COc1nc(NCCO)nc(Nc2cc(Cl)ccc2OC)n1	-2%	2%	-13%	0%	1.6%
COc1cccc(N2CCN(C(=O)c3cccnc3)CC2)c1	2%	-11%	6%	18%	i

3 structures out of the list, arranged by count of non-hydrogen atoms, high to low:
SMILES	H37Rv inhibition	Salmonella PhoP GFP	M. tuberculosis	H1N1 NS1A inhibition	VEEV TC-83 Vero	others
O=C1C[C@@H]2c3c(cccc3CN1Cc1ccc(F)cc1)C[C@@H](O)[C@H]2O	-3%	nt	11%	9%	0.4%
COc1ccc(COCC(O)CN2CCOCC2)cc1OC (stereo not drawn)	-6%	-5%	1%	-6%	0.2%
CN(C)S(=O)(=O)N1CCc2ccccc2C1	1%	11%	9%	-3%	1.0%

More compounds.
SMILES	H37Rv inhibition	Salmonella PhoP GFP	M. tuberculosis	H1N1 NS1A inhibition	VEEV TC-83 Vero	others
CCCn1c(C)cc(/C=C(\C#N)C(=O)OCC(=O)NC(=O)NCC)c1C	3%	17%	-30%	1%	7.2%
CCOc1ccccc1/C=N/NC(=O)c1cccc(S(=O)(=O)N2CCOCC2)c1	5%	-30%	8%	-11%	0.7%
CCOC(=O)c1cc(-c2csc(Nc3ccccc3Cl)n2)on1	?	6%	?	-19%	12%
CCOc1ccc(CN(C)CC(=O)Nc2cccc(S(=O)(=O)N(C)c3ccccc3)c2)cc1	-8%	-4%	16%	1%	4.3%
C/C(=N/NC(=O)c1sc(NS(=O)(=O)c2ccc(C)cc2)nc1C)c1sc(N)nc1C	8%	-1%	11%	0%	4.2%
O=C(c1ccccc1)c1ccc2c(c1)OCCOCCOCCO2	-4%	9%	14%	12%	1.8%
CC1CCc2cc(F)ccc2N1C(=O)CN1C(=O)c2ccccc2C1=O (stereo not drawn)	-4%	-6%	0%	2%	0.6%
O=C(CSc1ccc(Cl)cc1)NC1CCCC1	-10%	7%	?	-6%	2.4%
Oc1ccc(N2CCN(CC(O)c3ccccc3)CC2)cc1 (stereo not drawn)	12%	12%	16%	-2%	2.1%

In the list so far, these have a Cl atom:
SMILES	H37Rv inhibition	Salmonella PhoP GFP	M. tuberculosis	H1N1 NS1A inhibition	VEEV TC-83 Vero	others
O=C1CN(S(=O)(=O)c2ccc(Cl)cc2C(F)(F)F)CCN1	-7%	-1%	0%	-15%	0.2%
CC(c1ccccc1)n1c(-c2ccc(Cl)cc2)n[nH]c1=S (stereo not drawn)	7%	-7%	-12%	-10%	2.3%
Cc1ccc(N2C(=O)C3CCCN3C2=S)cc1Cl (stereo not drawn)	5%	2%	5%	-18%	1.9%
CCOC(=O)c1[nH]c2ccc(Cl)cc2c1NC(=O)c1nonc1C	-7%	29%	-3%	1%	3.2%
O=C1NC(=S)N/C1=C\c1ccc(Oc2ccc(C(F)(F)F)cc2[N+](=O)[O-])c(Cl)c1	-2%	-1%	9%	-3%	0.1%
CCOc1ccc(Cl)cc1C1=CC(=O)C[C@H](c2ccc(OC)cc2)C1	?	nt	52%	-3%	4.5%
O=C(CSc1nc2ccc(NC(=O)c3ccccc3C(=O)O)cc2s1)Nc1c(Cl)cccc1Cl	6%	-2%	5%	0%	0.1%
COc1ccc(CN=Nc2cc(C)nc(NS(=O)(=O)c3ccccc3Cl)n2)cc1	-3%	7%	-5%	nt	nt
COc1nc(NCCO)nc(Nc2cc(Cl)ccc2OC)n1	-2%	2%	-13%	0%	1.6%
CCOC(=O)c1cc(-c2csc(Nc3ccccc3Cl)n2)on1	?	6%	?	-19%	12%
O=C(CSc1ccc(Cl)cc1)NC1CCCC1	-10%	7%	?	-6%	2.4%
